High-throughput results deposited in PubChem BioAssay by several laboratories.
VCAM1 TNFa inh: inhibitors of TNFa-induced VCAM1 expression, primary screen, imaging, HUVEC, TNFa stimulus, immunofluorescence; inhibition, % at 2 µM; 95,000 tested, 0.48% active; HUVEC TNFa-induced VCAM-1 immunofluorescence, high-content imaging;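 active means inhibition above the batch mean plus 3 SD, with images confirmed as a hit by eye, cut at about 37% in these data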;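 further: 0% = TNF-stimulated DMSO wells and 100% = unstimulated control wells; not every result past the cut was called active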
FAK inh: FAK kinase inhibitors, primary screen, biochemical; Focal adhesion kinase 1 (Homo sapiens), Q05397; biochemical FAK kinase activity assay; inhibition, %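 (tested at 7 µM)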; 97,000 tested, 0.84% active; in the data active means inhibition above about 19%;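 further: 0% = DMSO and 100% = reference compound high control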
LYP act: LYP phosphatase activators, primary screen, biochemical, DiFMUP fluorescence, 2 µM; Tyrosine-protein phosphatase non-receptor type 22 (Homo sapiens), Q9Y2R2; recombinant LYP; 0 = plate median, 100 = signal doubled; activation, % at 2 µM; 96,000 tested, 0.11% active; AID 697, 2007;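 active means activation at 2 µM above a set limit, the mean plus 5 SD, cut at about 37% in these data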
Target sequence (Q9Y2R2 whole entry, looked up): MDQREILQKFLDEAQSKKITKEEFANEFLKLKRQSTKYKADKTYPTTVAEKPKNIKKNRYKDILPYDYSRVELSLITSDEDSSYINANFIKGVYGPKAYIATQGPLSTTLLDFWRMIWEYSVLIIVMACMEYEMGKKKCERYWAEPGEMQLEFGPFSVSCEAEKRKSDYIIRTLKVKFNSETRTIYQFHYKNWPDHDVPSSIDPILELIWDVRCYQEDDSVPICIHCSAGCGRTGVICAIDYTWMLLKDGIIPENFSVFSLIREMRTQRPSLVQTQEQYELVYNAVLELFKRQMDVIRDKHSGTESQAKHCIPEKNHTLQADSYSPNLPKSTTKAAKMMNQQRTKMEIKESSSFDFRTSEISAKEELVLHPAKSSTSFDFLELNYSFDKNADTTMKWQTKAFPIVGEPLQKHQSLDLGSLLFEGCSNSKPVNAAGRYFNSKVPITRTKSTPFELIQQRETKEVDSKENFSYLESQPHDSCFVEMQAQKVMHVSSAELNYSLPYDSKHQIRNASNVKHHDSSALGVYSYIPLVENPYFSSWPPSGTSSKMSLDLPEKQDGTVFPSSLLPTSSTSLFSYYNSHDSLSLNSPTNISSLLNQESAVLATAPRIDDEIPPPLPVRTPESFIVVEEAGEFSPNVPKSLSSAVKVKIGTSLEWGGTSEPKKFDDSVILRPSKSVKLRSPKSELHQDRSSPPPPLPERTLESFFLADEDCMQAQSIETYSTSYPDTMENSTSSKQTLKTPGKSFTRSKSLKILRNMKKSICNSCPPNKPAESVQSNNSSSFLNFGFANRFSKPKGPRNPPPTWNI
Pyk2 oligo antag: antagonists of Pyk2 self-association, primary screen, Q293 cells, FERM NanoBiT luminescence, HTS | 99,000 tested, 0.83% active | Protein-tyrosine kinase 2-beta (Homo sapiens), Q14289 | active compounds read low | z-score (the deposit names both 25 µM and 10 µM);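 active means Z-score of -3 or lower, scaled per plate to the spread of control and sample wells; inactive means z-score above -3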;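 further: negative z-score means lost luminescence so less FERM oligomerization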
ERa coact inh: ERα–SRC-1 coactivator interaction inhibitors, primary screen, biochemical, TR-FRET, ERα LBD, estradiol-bound. Estrogen receptor (Homo sapiens), P03372. TR-FRET ER-alpha LBD / SRC-1 peptide. inhibition, % at 25.6 µM. 86,000 tested, 1.7% active. AID 629, 2007; in the data active means inhibition above about 50%;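 further: 0% = receptor plus peptide control and 100% = peptide only without receptor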
IL1B cytotox: cytotoxicity in IL-1B stimulated HUVEC, primary screen, cytotoxicity control for IL-1B NFkB translocation project, imaging, Hoechst nuclear count, IL-1B stimulus; HUVEC cell count loss; cell count reduction, % at 2 µM; 94,000 tested, 0.41% active; AID 845, 2007;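 active means cell count reduction more than 3 SD above the screen-wide mean, cut at about 70% in these data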;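 further: normalized per plate to untreated control cells as the no-loss baseline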
TNFa cytotox: cytotoxicity in TNFa-stimulated HUVEC, primary screen, cytotoxicity control for VCAM1 expression modulator project, imaging, Hoechst nuclei count; HUVEC TNFalpha-stimulated, Hoechst cell count; cell count reduction, % at 2 µM; 93,000 tested, 0.17% active; AID 848, 2007;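 active means cell count reduction exceeding the screen mean by over 5 SD, scaled to untreated wells per plate, cut at about 78% in these data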;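 further: cells counted after 24 h of TNF alpha exposure following the 1 h pretreatment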
LYP inh 2: PTPN22 phosphatase inhibitors, primary screen, biochemical, DiFMUP fluorescence, 2 µM | inhibition, % at 2 µM | 96,000 tested, 0.21% active | Tyrosine-protein phosphatase non-receptor type 22 (Homo sapiens), Q9Y2R2 | AID 640, 2007 | recombinant LYP catalytic domain;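 active means inhibition at 2 µM at or above a set limit, the screen mean plus 3 SD, cut at about 24% in these data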;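 further: 0% = DMSO with enzyme and 100% = enzyme fully blocked by orthovanadate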
cytoskel mod: modifiers of F-actin cytoskeleton organization, primary screen, imaging, HUVEC, phalloidin staining, high-content imaging; HUVEC TNFa F-actin phalloidin imaging; inhibition, % at 2 µM; 91,000 tested, 0.18% active; AID 836, 2007;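 active means inhibition above the batch mean plus 3 SD and confirmed as a hit by visual image inspection, cut at about 30% in these data, passing the limit was not always enough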; further: strong numbers were not always called active
* marks the source's active call; other numbers are inactive results; · = not tested or not shown; [ ] = another dose, or the depositor's remark.

1. O=C(O)Cn1cc(C(=O)C2CC2)c2ccccc21
2. CN1CC(=O)N(CC(=O)Nc2ccc(F)cc2)c2ccccc2C1=O
3. COc1nn(CC(=O)N2N=C(C)CC2(O)C(F)F)cc1[N+](=O)[O-] (configuration not stated)
4. COc1cccc(C(=O)Nc2cc(NC(=O)c3ccco3)ccc2OC)c1
5. Cc1cc(C)c2nc(NC(=O)c3cc(C)on3)sc2c1
6. Cn1c(=O)c2c(nc(N3CCOCC3)n2CCCNC2=NCCCCC2)n(C)c1=O

Assay by compound	1	2	3	4	5	6
Pyk2 oligo antag	0.95	-0.21	0.21	-0.19	-0.57	-0.29
LYP act	17.5	2.2	7.3	-0.1	6.3	1.3
VCAM1 TNFa inh	12.2	0.4	-13.4	9.4	-20.1	-31.3
LYP inh 2	-14.8	-3.5	-0.8	-2.7	-6.4	0.3
ERa coact inh	-2.1	-7.8	14.1	-8.0	12.7	3.5[fluorescence artefact?]
TNFa cytotox	-5.3	13.0	-9.7	7.4	-21.5	10.0
IL1B cytotox	82.5*	3.5	7.7	-39.1	-2.6	8.4
cytoskel mod	-5.8	-13.4	-8.2	-15.3	0.2	-6.1
FAK inh	-7.2	1.9	0.3	-2.3	-1.7	1.7

Quoted from the listing.
LYP inh 2 with COc1nn(CC(=O)N2N=C(C)CC2(O)C(F)F)cc1[N+](=O)[O-] (configuration not stated) : -0.8
VCAM1 TNFa inh with Cn1c(=O)c2c(nc(N3CCOCC3)n2CCCNC2=NCCCCC2)n(C)c1=O : -31.3

Next part:
7. CC(=O)Nc1cccc(NC(=O)CSc2nnc(Cc3cccn3C)n2CCc2ccccc2)c1
8. CCOc1cccc(OCCOCCN(C)Cc2ccccc2)c1
9. Cc1ccc(C(C(=O)NC2CCCCC2)N(C(=O)Cc2c[nH]c3ccccc23)c2ccccc2)o1 (configuration not stated)
10. N#Cc1cc(C#N)c(N2CCN(c3ccccn3)CC2)nc1N
11. Cc1ccccc1NC(=O)N1CCCC(c2nc(-c3ccc(F)cc3)no2)C1 (configuration not stated)
12. CCc1nnc(NC(=O)c2ccc(-c3ccccc3Cl)o2)s1

Assay by compound	7	8	9	10	11	12
Pyk2 oligo antag	0.34	0.6	-0.61	-0.65	0.93	-2.12
LYP act	-2.3	-5.6	2.7	-0.9	3.7	35.6
VCAM1 TNFa inh	14.6	-9.0	-9.4	0.2	20.3	11.1
LYP inh 2	-0.3	3.8	0.7	4.8	-5.7	-35.3
ERa coact inh	-8.2	4.4[fluorescence artefact?]	·	·	-2.4	47.5[fluorescence artefact?]
TNFa cytotox	-21.0	-27.1	10.6	1.0	-9.8	-16.1
IL1B cytotox	-20.5	-4.4	4.9	0.3	5.0	0.3
cytoskel mod	8.4	8.2	-29.5	-20.1	-1.2	-8.1
FAK inh	2.0	-0.8	2.2	-1.8	-1.3	2.8

Compound profiles, as listed above. Screens in order: Pyk2 oligo antag, LYP act, VCAM1 TNFa inh, LYP inh 2, ERa coact inh, TNFa cytotox, IL1B cytotox, cytoskel mod, FAK inh
Cc1ccc(C(C(=O)NC2CCCCC2)N(C(=O)Cc2c[nH]c3ccccc23)c2ccccc2)o1 (configuration not stated) in the list: -0.61, 2.7, -9.4, 0.7, ·, 10.6, 4.9, -29.5, 2.2
CC(=O)Nc1cccc(NC(=O)CSc2nnc(Cc3cccn3C)n2CCc2ccccc2)c1 in the list: 0.34, -2.3, 14.6, -0.3, -8.2, -21.0, -20.5, 8.4, 2.0

(continued)
13. CC(C)=CC(=O)OCC(=O)Nc1ccc(F)cc1Cl
14. CCOCC(=O)Nc1nc2ccc(S(C)(=O)=O)cc2s1
15. CCOC(=O)c1oc2c(CN3CCCCC3C)c(O)ccc2c(=O)c1-c1ccc(OC)c(OC)c1 (configuration not stated)
16. COc1ccc(NC(=O)Cn2nc(Cc3cccnc3)c3ccccc3c2=O)cc1OC
17. CCOc1cc(/C=C2\SC(=S)N(Nc3ccccc3)C2=O)ccc1O
18. COc1cccc(C(=O)N/N=C2\SCC(=O)N2Cc2ccc3c(c2)OCO3)c1

Assay by compound	13	14	15	16	17	18
Pyk2 oligo antag	0.84	0.18	-0.82	·	-3.61*	0.73
LYP act	-5.6	1.9	14.7	5.2	-1.4	4.9
VCAM1 TNFa inh	-1.9	29.2	-2.3	7.5	23.5	0.2
LYP inh 2	5.0	-7.3	-20.7	-5.2	4.2	-0.8
ERa coact inh	-5.2	-8.9	-5.0	-5.5	·	·
TNFa cytotox	12.4	-30.5	-26.7	-4.1	12.1	-17.5
IL1B cytotox	11.5	-0.6	-8.0	-57.7	-38.3	-21.5
cytoskel mod	-18.4	11.3	19.9	-10.3	-35.5	2.6
FAK inh	5.7	-0.5	-6.3	-3.3	-1.9	-2.9

19. O=C(c1ccccc1Oc1ccccc1)N1CCN(c2ccccc2F)CC1
20. CCc1ccc2[nH]c(=O)c(CN(CCN(C)C)C(=O)Nc3ccccc3)cc2c1
21. O=C(CCc1ccccc1)Nc1ccc2c(c1)OCCO2
22. NC(=S)NNC(=O)c1ccccc1
23. COc1ccc(NCc2nnc(SCC(=O)NCc3ccccc3)n2-c2ccccc2OC)cc1
24. COc1ccc2[nH]c(C)c(C(=O)CN3CCc4cc(OC)c(OC)cc4C3)c2c1

Assay by compound	19	20	21	22	23	24
Pyk2 oligo antag	-1.93	2.13	0.22	1.04	-0.33	-0.77
LYP act	3.6	2.4	17.6	5.8	-0.4	-1.3
VCAM1 TNFa inh	-6.6	9.1	2.1	11.3	31.5	-3.8
LYP inh 2	-2.9	1.8	-13.2	-2.3	-0.1	0.7
ERa coact inh	4.0	-11.7	-5.9	·	-17.8	·
TNFa cytotox	-1.2	2.1	8.7	-3.8	-23.9	-3.9
IL1B cytotox	-2.9	-4.4	-14.6	-3.1	-27.3	26.9
cytoskel mod	-12.1	-2.5	-29.3	-12.9	3.5	11.9
FAK inh	1.1	-0.1	-5.0	-2.4	2.5	7.6

25. COC(=O)c1cc2ccsc2n1CC(=O)Nc1cc(C)cc(C)c1
26. Cn1c(C(=O)NCCCN2CCN(c3ccccc3F)CC2)cc2c(=O)[nH]c3ccccc3c21
27. O=C(CCCCn1c(=O)c2ccccc2n(CC(=O)NC2CCCC2)c1=O)NC1CCCC1
28. O=C(NCc1ccccc1)c1cc(=O)nc2sc(-c3ccccc3)nn12

Assay by compound	25	26	27	28
Pyk2 oligo antag	-1.29	0.59	0.28	-0.17
LYP act	-0.7	3.2	9.4	-14.8
VCAM1 TNFa inh	-4.8	-0.5	-15.7	-1.9
LYP inh 2	0.8	-2.9	-3.6	15.4
ERa coact inh	-15.2	17.6	·	6.4
TNFa cytotox	-9.5	0.4	-1.4	-25.5
IL1B cytotox	-11.2	-16.4	-10.2	-11.8
cytoskel mod	-3.6	8.0	2.0	-3.9
FAK inh	-2.3	1.6	-0.5	-2.4

Screen by screen, quoted from above:
Compounds 19–26 in IL1B cytotox read -2.9, -4.4, -14.6, -3.1, -27.3, 26.9, -11.2, -16.4
Compounds 19–26 in LYP act read 3.6, 2.4, 17.6, 5.8, -0.4, -1.3, -0.7, 3.2
Compounds 19–26 in ERa coact inh read 4.0, -11.7, -5.9, ·, -17.8, ·, -15.2, 17.6
